Assay outcomes: PubChem, several laboratories
CCHFV vOTU inh = CCHFV vOTU protease inhibitors, primary screen, biochemical, Pep-AMC substrate, fluorescence; 0.55% of 370,000 active; inhibition, % at 11.5 µM; AID 651958, 2012; Crimean-Congo hemorrhagic fever virus L polyprotein viral ovarian tumor (vOTU) protease …; in the data active means inhibition above about 30%; further: 0% = vehicle wells with enzyme and 100% = no enzyme wells
FadD28 binding = inhibitors of FadD28 bisubstrate probe binding, primary screen, biochemical, fluorescence polarization, single point | AID 588549, 2011 | 0.22% of 360,000 active | inhibition, % at 12.5 µM | Mycobacterium tuberculosis FadD28 fatty-acid-AMP ligase; in the data active means inhibition above about 8.5%, passing the limit was not always enough; inconclusive means no clear call, values can overlap the other calls
PfHsp40 yeast = rescue of yeast from PfHsp40 toxicity, primary screen, S. cerevisiae, ATP luminescence | growth rescue, % at 12.5 µM | 0.68% of 340,000 active | S. cerevisiae expressing PfHsp40, growth rescue; in the data active means growth rescue above about 28%, passing the limit was not always enough; inconclusive means no clear call, values can overlap the other calls;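 further: yeast W303a lacking pdr1 and pdr3 grown in galactose medium; growth measured after three days at 30 °C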
TcdB GH inh = TcdB glycohydrolase inhibitors, primary screen, biochemical, single point, plate reader; inhibition, % at 9.99 µM; AID 652162, 2013; 0.24% of 350,000 active; TcdB glycohydrolase enzymatic assay; Toxin B (Clostridioides difficile), P18177; in the data active means inhibition above about 10%
Yp Topo-I inh = Yersinia pestis topoisomerase I inhibitors, primary screen, biochemical, cleavage product accumulation, plate reader, single point; Y. pestis Topo-I cleavage product accumulation; 0.064% of 360,000 active; activity, % at 10 µM; DNA topoisomerase I (Yersinia pestis CO92); AID 504884, 2011; in the data active means activity above about 50%, passing the limit was not always enough; inconclusive means no clear call, values can overlap the other calls; further: inactives centre near 2
PrPC surface inh = inhibitors of human cell surface prion protein PrPC, primary screen, cell-based, TR-FRET. Major prion protein (Homo sapiens), P04156. TR-FRET read-out. inhibition, % at 13.8 µM. 0.43% of 370,000 active. AID 720596, 2013; in the data active means inhibition above about 24%; further: 0% = median of the test wells and 100% = reference compound wells
BoNT-A LC inh2 = BoNT/A light chain protease inhibitors, primary screen, biochemical, flow cytometry, MLPCN library; Botulinum neurotoxin type A light chain protease (Clostridium botulinum A str. ATCC 3502); multiplex microsphere protease substrate cleavage; inhibition, % at 10 µM; 0.17% of 360,000 active; further: plate controls were buffer without enzyme for full effect and enzyme alone for no effect
BoNT-F LC inh = BoNT/F light chain protease inhibitors, primary screen, biochemical, flow cytometry, MLPCN library | Botulinum neurotoxin type F light chain protease (Clostridium botulinum) | Multiplex microsphere protease cleavage assay | inhibition, % at 10 µM | 0.22% of 360,000 active | AID 588497, 2011; in the data active means inhibition above about 35%, passing the limit was not always enough; inconclusive means no clear call, values can overlap the other calls; further: plate controls were buffer without enzyme for full effect and enzyme alone for no effect
Anthrax LF prot = Bacillus anthracis LF protease inhibitors, primary screen, biochemical, multiplex microsphere, MLPCN library; Lethal factor (Bacillus anthracis), P15917; multiplex microsphere protease cleavage assay; inhibition, % at 10 µM; 0.12% of 360,000 active; AID 588501, 2011; further: plate controls were buffer without enzyme for full effect and enzyme alone for no effect
Target sequence (P15917 whole entry, looked up): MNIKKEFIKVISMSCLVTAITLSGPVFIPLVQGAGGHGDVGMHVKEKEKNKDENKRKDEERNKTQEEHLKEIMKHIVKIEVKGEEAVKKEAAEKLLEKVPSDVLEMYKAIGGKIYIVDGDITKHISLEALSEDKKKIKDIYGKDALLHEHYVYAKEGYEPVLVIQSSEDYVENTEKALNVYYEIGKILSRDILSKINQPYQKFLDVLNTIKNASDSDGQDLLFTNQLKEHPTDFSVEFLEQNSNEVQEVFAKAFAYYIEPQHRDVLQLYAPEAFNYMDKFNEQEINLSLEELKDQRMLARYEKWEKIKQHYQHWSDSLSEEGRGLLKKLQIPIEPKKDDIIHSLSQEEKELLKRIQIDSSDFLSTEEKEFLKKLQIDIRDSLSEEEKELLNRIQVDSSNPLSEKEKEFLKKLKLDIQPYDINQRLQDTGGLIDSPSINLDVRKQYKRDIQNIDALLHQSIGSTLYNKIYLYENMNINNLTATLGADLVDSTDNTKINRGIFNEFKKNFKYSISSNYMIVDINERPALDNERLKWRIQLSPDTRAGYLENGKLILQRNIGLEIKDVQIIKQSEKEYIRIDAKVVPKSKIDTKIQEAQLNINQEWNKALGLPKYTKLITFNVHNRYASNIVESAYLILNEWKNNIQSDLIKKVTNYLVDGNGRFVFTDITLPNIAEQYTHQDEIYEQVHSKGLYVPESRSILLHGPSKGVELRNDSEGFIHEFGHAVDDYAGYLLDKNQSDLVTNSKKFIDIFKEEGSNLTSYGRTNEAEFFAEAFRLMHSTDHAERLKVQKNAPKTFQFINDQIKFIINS
Active calls of the source: *; ? = inconclusive; / = no result given. Unless noted, no stated cut-off is given here; in the data, active means inhibition above about 30%; inconclusive means no clear call, values can overlap the other calls; inactive means below that. Hits appear at their usual frequency, and some 2.3% of all compounds hit somewhere here.

SMILES	CCHFV vOTU inh	FadD28 binding	PfHsp40 yeast	TcdB GH inh	Yp Topo-I inh	PrPC surface inh	BoNT-A LC inh2	BoNT-F LC inh	Anthrax LF prot
Cc1cc(C)c2c(N)c(C(=O)N3CCc4ccccc4C3)sc2n1	-9	-1.3	1.4	0.9	-4	-12	-0.2	-6	-3
CCOC(=O)C1(C)NC(c2ccc(OC)c(OC)c2)C2C(=O)N(CC)C(=O)C21 (stereo not given)	1	0.0	0.3	/	5	-5	-0.5	1	-2
Cc1ccc(-n2nc(-c3ccco3)cc2C(=O)NCc2cccnc2)cc1	13	-2.3	0.6	/	0	-4	3.7	1	4
CC(C)CN1CCC(=O)N([C@H](CSc2ccc(Br)cc2)Cc2ccccc2)CC1	-3	-3.3	-0.2	0.6	45	-3	-0.4	-12	-8
Cc1nc2c(c(=O)n1CCC1=CCCCC1)c1nc3ccccc3nc1n2/N=C/c1ccccc1	/	-2.1	0.6	/	0	/	-0.2	0	6
CCOC(=O)C1=CCN(S(=O)(=O)c2ccccc2C)C1c1ccc(F)cc1 (stereo not given)	1	-0.4	/	1.8	/	-9	-0.6	-3	-11
CN(CC(=O)NCc1ccco1)S(=O)(=O)c1ccc2c(c1)c(=O)n(C)c(=O)n2C	4	1.3	0.0	-0.2	-4	3	0.0	1	2
Cc1sc2nc(CN3CCCC3)nc(Cl)c2c1C	12	-2.1	1.1	/	2	7	0.2	4	1
O=C(CSc1nc2ccccc2[nH]1)Nc1nc(-c2ccccc2)c(-c2ccccc2)o1	5	-2.3	0.6	/	-1	2	0.3	-2	0
COc1cc(OC)cc(C(=O)NCC(=O)N2CC=C(c3ccccc3)CC2)c1	-3	-11	/	3.0	7	8	1.0	-8	4
COC(=O)c1ccc(CNC(=O)C(NC(=O)c2ccco2)C(C)C)cc1 (stereo not given)	4	-0.7	-0.4	0.3	4	-5	0.1	-27	0
CC(NC(=O)c1ccc(F)cc1)C(c1cccs1)N1CCN(C)CC1 (stereo not given)	9	-1.2	0.0	/	1	6	1.1	0	1
Clc1cc(Br)ccc1OCCOCCOc1cccc2cccnc12	16	-3.0	0.2	/	14	-6	-1.1	-19	-4
CN1CCN(c2nc(-c3ccc(Cl)cc3Cl)nc3ccccc23)CC1	-4	-5.7	-0.8	-0.3	-2	10	-3.2	-24	2
CCOC(=O)c1c(C)[nH]c(C)c1S(=O)(=O)N(C)CC(=O)Nc1cccc(C)c1	3	-2.1	0.3	0.8	5	9	-0.4	-1	-1
Cc1ccc2cc(-c3noc(C4CCCCC4)n3)c(=O)[nH]c2c1	-7	-1.0	0.5	0.5	-8	5	0.8	4	-6
Cc1ccc(-c2nc3cnccn3c2Nc2c(C)cccc2C)o1	0	-4.1	15	6.0	9	-6	-0.1	-5	-10
COc1ccc(CCC(=O)Nc2ccc(Cl)c(S(=O)(=O)N3CCOCC3)c2)cc1OC	18	0.2	-0.7	0.9	10	13	0.3	5	-4
CC(Sc1nnc(COc2ccc([N+](=O)[O-])cc2)n1C)C(=O)O (stereo not given)	-2	0.3	-1.2	0.6	4	-5	-0.3	0	-1
Cc1cc(C)n(-c2ccc(C(=O)Nc3ccccn3)cc2)n1	-3	-0.8	-0.9	/	1	-6	0.2	0	-6
CC1(C)CC2(CC(c3ccccc3)Oc3cc(O)ccc32)NC(=S)N1 (stereo not given)	1	-7.9	1.2	0.2	1	-12	-1.1	-2	0
O=C(/C=C/c1ccc(Cl)c([N+](=O)[O-])c1)c1ccc(O)cc1	19	-3.2	0.1	0.2	-9	0	0.1	-4	-6
CN(C)CCOc1ccccc1-c1ccccc1	-13	-1.5	-0.8	/	5	-6	-0.3	-1	-6
CC(Oc1ccccc1Br)C(=O)N1CCc2ccccc21 (stereo not given)	6	-3.9	3.2	/	12	0	-0.1	-3	-3
COc1cc(NC(=O)CN2CCN(C(=O)C3CCCO3)CC2)c(OC)cc1Cl (stereo not given)	13	-0.9	-1.8	0.3	0	-1	3.9	-4	-3

Four of these compounds, set out differently.
Each structure is followed by: CCHFV vOTU inh	FadD28 binding	PfHsp40 yeast	TcdB GH inh	Yp Topo-I inh	PrPC surface inh	BoNT-A LC inh2	BoNT-F LC inh	Anthrax LF prot
CN1CCN(c2nc(-c3ccc(Cl)cc3Cl)nc3ccccc23)CC1
  -4	-5.7	-0.8	-0.3	-2	10	-3.2	-24	2
CCOC(=O)c1c(C)[nH]c(C)c1S(=O)(=O)N(C)CC(=O)Nc1cccc(C)c1
  3	-2.1	0.3	0.8	5	9	-0.4	-1	-1
Cc1ccc2cc(-c3noc(C4CCCCC4)n3)c(=O)[nH]c2c1
  -7	-1.0	0.5	0.5	-8	5	0.8	4	-6
Cc1ccc(-c2nc3cnccn3c2Nc2c(C)cccc2C)o1
  0	-4.1	15	6.0	9	-6	-0.1	-5	-10

The list goes on.
SMILES	CCHFV vOTU inh	FadD28 binding	PfHsp40 yeast	TcdB GH inh	Yp Topo-I inh	PrPC surface inh	BoNT-A LC inh2	BoNT-F LC inh	Anthrax LF prot
COc1ccc(-c2[nH]ncc2CN2CCCC2c2nonc2C)c(F)c1 (stereo not given)	6	0.4	0.2	-0.2	4	-2	0.2	-1	-2
Nc1ccc(C2=Nc3cccc4cccc(c34)N2)cc1	20	-7.7	-1.0	-1.0	-25	-2	-0.2	-6	-1
CC(C)(C)NC(=O)COC(=O)c1cncc(Br)c1	25	-3.2	-1.7	/	-2	2	1.9	-6	2
CC12CN3CC(C)(CN(C1)C3c1ccco1)C2=O (stereo not given)	7	0.2	0.8	/	0	2	1.9	12	1
O=C(c1ccccc1[N+](=O)[O-])N1CCc2ccccc2C1	17	-4.0	-0.8	/	-6	-1	-0.2	0	-1
O=C(OCc1cc2ccccc2[nH]c1=O)c1cccc([N+](=O)[O-])c1	-9	-0.1	-0.5	0.3	2	-3	1.1	0	-8
CC(C)CCNC(=O)C1CCN(S(=O)(=O)c2ccc3c(c2)CC(C)N3C(=O)C2CC2)CC1 (stereo not given)	9	-2.3	-0.3	1.6	17	-4	-1.1	-2	-4
CNC(=S)N1CCc2ccccc2C1	1	-1.1	-2.0	/	-7	-2	0.4	9	-2
COc1cccc(CC(=O)Nc2ccc(S(=O)(=O)N3CCOCC3)cc2)c1	-12	-2.1	-1.2	1.4	1	-5	-1.6	-4	-1
COc1ccc(OCCCC(=O)OCC(=O)N2CCN(S(=O)(=O)c3ccc(C)cc3C)CC2)cc1	13	-1.5	-1.1	-1.5	-1	6	2.9	-10	-4
Cc1nn(C)c(C(=O)Nc2ccc3c(c2)OCO3)c1[N+](=O)[O-]	-3	/	1.2	1.6	-5	-4	1.7	-1	-1
CC(C)(CCc1ccccn1)C(=O)CCCc1ccccn1	1	-3.7	-0.7	0.5	-2	4	0.3	-7	-13
Cc1ccc(NC(=O)C2(c3cccs3)CCOCC2)cc1C	7	-1.2	-0.1	0.7	6	0	1.2	3	-3
COc1cccc(SCc2noc(C(=O)NCc3ccccc3)c2C(=O)NCc2ccccc2)c1	-12	-1.3	-1.9	-0.1	-2	-2	0.8	-4	-8
CN(C)c1ccc(-c2noc(C3CCN(S(=O)(=O)c4ccc(C(=O)O)cc4)CC3)n2)cc1	-4	3.0	0.9	/	6	8	?	4	-4
CCSc1nnc(-c2cccs2)o1	-13	-1.2	-0.4	/	3	-4	-0.3	-4	2
CCOC(=O)c1ccccc1NC(=O)c1nc2nccc(C)n2n1	-9	-4.2	-0.1	/	1	-3	0.5	-10	-4
CCCC(=O)Nc1nc(CC(=O)OCC)cs1	-4	-0.7	-1.5	0.3	15	-9	-0.3	8	0
CCCc1ncc(C(O)(c2ccccc2)c2ccccc2)n1C	-13	-4.7	/	1.2	3	-6	-0.7	0	0
CNc1cc(CSC)nc(SCc2ccc(Cl)cc2Cl)n1	15	-10	308*	1.4	33	2	-1.4	-4	-5
O=C(Cc1cccc2ccccc12)N/N=C1\CCCc2ccccc21	-33	-2.3	-0.3	/	1	-1	-0.7	-8	-3
Cc1ccc(NC(=O)CC2OC(=O)c3ccccc32)cc1S(=O)(=O)N1CCCCCC1 (stereo not given)	11	-3.1	1.6	-1.7	18	-2	1.5	3	-1
Cc1nn(-c2ccccc2)nc1C(=O)Nc1ccc2c(c1)OCCO2	-5	0.9	3.6	0.7	6	-1	-2.8	-4	0
CCOC(=O)Cn1ncc2c3ccccc3n(CC(=O)OCC)c2c1=O	-1	-1.6	-1.9	1.4	-4	10	1.4	1	13
O=C(O)CNS(=O)(=O)c1cccc(Cl)c1	-14	1.1	-1.2	-0.5	0	4	0.1	-9	-1

Following part.
SMILES	CCHFV vOTU inh	FadD28 binding	PfHsp40 yeast	TcdB GH inh	Yp Topo-I inh	PrPC surface inh	BoNT-A LC inh2	BoNT-F LC inh	Anthrax LF prot
CC(C)CC(CO)N1CCN(C(=O)c2ccc(Cl)cc2)CCC1=O (stereo not given)	16	-3.9	-0.7	0.9	1	0	-0.5	-8	-2
CN1CCc2nc3sc(C(=O)NC(C)(C)C)c(N)c3cc2C1	17	-0.6	5.3	/	-11	-30	2.6	-22	-3
CCCn1c(SCc2ccc(C(=O)OC)o2)nc2ccccc2c1=O	19	-6.5	3.3	-1.0	50	9	3.4	-8	-8
O=C(CSc1n[nH]c(-c2ccccc2F)n1)NCC(=O)Nc1ccc(F)c(F)c1F	-8	-2.8	-0.1	1.8	3	-2	0.5	4	-3
CS(=O)(=O)c1ccc(Nc2nc(C(N)Cc3ccc(C(F)(F)F)cc3)cs2)cc1 (stereo not given)	1	-9.9	/	2.4	-26	1	0.1	-12	-6
CCOc1ccc(NC(=O)CN(C)C(=O)c2ccc(C3SCCS3)cc2)cc1OCC	-7	-1.5	0.4	0.4	12	4	1.8	-8	-1
COc1ccccc1N1CCN(C(CNC(=O)c2ccco2)c2cccnc2)CC1 (stereo not given)	3	-5.1	-0.6	0.4	0	3	0.2	-6	1
CSc1ccccc1NC(=O)CCn1c(=O)sc2ccccc21	7	-1.9	-1.2	/	-10	5	0.0	13	0
Cc1cc(OCC(=O)N(Cc2ccco2)C2CCS(=O)(=O)C2)cc(C)c1Cl (stereo not given)	8	-3.2	-0.5	1.2	31	-4	-7.3	-25	?
COc1ccc(/C=N/NC(=O)Cc2cccs2)cc1	-6	-0.8	-0.5	9.8	3	-9	0.1	16	7
Nc1c(C(=O)NCC2CCCO2)c2nc3ccccc3nc2n1/N=C/c1ccncc1 (stereo not given)	-3	-5.6	-0.1	1.0	1	2	-1.5	-7	-8
COC(=O)c1cc(Cl)c(NC(=O)c2cc(OC)c(OC)c(OC)c2)cc1OC	12	1.3	0.1	/	-2	-6	2.2	0	2
CSc1nc2ccccc2n1Cc1c(Cl)cccc1Cl	9	-6.6	-0.4	/	7	-3	-0.7	-8	-2
O=C(Nc1ccc(-c2cn3ccccc3n2)cc1)c1ccco1	-8	-0.3	-1.4	0.5	4	-7	-1.1	-9	-5
COc1ccc(CN(C)S(=O)(=O)c2nnc(NC(=O)c3cccc(F)c3)s2)cc1	10	-1.8	-0.3	0.5	-7	2	-0.4	-4	-1
c1ccc(-c2cn(CC3CCCCC3)nn2)cc1	6	-2.7	0.8	1.0	13	-2	0.1	4	1
Cc1ccc(C)c(CN2CCC(CNC(=O)CCc3nnc4ccc(N5CCC(C)CC5)nn34)CC2)c1	9	-1.9	-0.2	-1.4	18	-15	3.1	2	0
O=[N+]([O-])c1ccccc1/C=N\N1CCN(Cc2ccccc2Cl)CC1	8	-4.9	-0.1	-0.8	26	1	-2.6	-18	-10
Clc1ccc(OCc2nnc(SCc3nc4ccccc4[nH]3)n2Cc2ccco2)cc1	6	-7.3	6.6	/	1	7	0.6	6	?
